Source: PubChem (several laboratories)
Runt-CBFb FRET: blocks binding of human RUNX1 Runt domain to CBFb; Cerulean-Runt/Venus-CBFb FRET ratio 530/480, 1 h; inhibition, % at 20 µM; 220,000 compounds, 0.46% hits; AID 1496;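 active = inhibition over about 50% at 20 µM in the single-dose screen, limit read from the data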;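 also: 0% = DMSO wells and 100% = excess unlabeled CBFb competitor control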
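Measured by: fluorescence energy transfer, 422 nm excitation, 530/480 nm emission; test system: Cerulean-tagged RUNX1 Runt domain (FRET donor) fusion protein; buffer or medium: Tris pH 7.5 buffer with BSA; compound: one dose, 20 µM compound, 1% DMSO; times: two 1 h room-temperature incubations shielded from light; benchmarks: unlabeled CBFb 5 µM, positive control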
PERK inhibitor: inhibitors of human PERK kinase; inhibition, % at 5.6 µM; 220,000 compounds, 0.17% hits; AID 1416; CHO PERK-DD fusion, SEAP luminescence translation reporter;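 active = inhibition above the mean inhibition of all tested compounds plus 3 SD, set separately per screening campaign, cut at about 2.9% in these data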;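 also: PERK kinase domain activated by AP20187 dimerizer at 100 nM; 0% = DMSO with dimerizer and 100% = rapamycin at 8.4 µM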
Target sequence (Q9NZJ5 whole entry, looked up, the tested form may be a part): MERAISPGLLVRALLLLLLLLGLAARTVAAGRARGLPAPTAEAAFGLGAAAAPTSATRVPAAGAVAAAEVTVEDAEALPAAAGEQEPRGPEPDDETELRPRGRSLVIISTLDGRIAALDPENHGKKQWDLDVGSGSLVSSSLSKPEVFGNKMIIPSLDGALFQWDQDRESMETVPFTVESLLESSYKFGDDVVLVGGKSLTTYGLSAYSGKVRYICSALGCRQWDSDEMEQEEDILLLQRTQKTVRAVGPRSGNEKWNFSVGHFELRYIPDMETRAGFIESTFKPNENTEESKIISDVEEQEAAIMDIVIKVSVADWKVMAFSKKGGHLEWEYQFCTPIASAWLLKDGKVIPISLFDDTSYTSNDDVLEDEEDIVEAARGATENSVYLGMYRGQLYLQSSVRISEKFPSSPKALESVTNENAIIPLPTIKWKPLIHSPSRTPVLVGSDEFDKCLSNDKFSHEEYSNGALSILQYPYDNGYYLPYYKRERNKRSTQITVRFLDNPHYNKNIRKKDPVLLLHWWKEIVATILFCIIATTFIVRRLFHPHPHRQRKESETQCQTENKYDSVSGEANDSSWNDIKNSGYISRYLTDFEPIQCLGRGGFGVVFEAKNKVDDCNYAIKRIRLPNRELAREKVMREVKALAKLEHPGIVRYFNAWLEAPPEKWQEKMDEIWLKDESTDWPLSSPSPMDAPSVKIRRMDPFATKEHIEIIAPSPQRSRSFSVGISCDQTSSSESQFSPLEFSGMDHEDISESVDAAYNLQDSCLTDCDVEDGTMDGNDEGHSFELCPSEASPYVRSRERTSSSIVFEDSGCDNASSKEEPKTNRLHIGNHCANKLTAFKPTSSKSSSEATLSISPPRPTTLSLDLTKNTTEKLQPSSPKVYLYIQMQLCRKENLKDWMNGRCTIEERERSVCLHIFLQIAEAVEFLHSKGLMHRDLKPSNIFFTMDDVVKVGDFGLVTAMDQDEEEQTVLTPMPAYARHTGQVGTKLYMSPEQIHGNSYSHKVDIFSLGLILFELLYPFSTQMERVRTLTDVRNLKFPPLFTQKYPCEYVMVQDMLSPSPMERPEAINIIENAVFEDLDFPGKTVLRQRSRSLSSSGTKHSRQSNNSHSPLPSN
zVAD death inh: L929 zVAD cell death inhibition; L929 zVAD necroptosis rescue, ATP luminescence, 24 h; with zVAD 60 µM; viability rescue, % at 10 µM; 220,000 compounds, 0.38% hits; AID 1377;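 active = activation, scaled between plate controls, above about 75%, limit read from the data; inactive = activation under that limit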;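 also: 0% = zVAD with DMSO and 100% = DMSO alone without zVAD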
EP2 mod: EP2 receptor (human) modulation; P43116; EP2-expressing cells, cAMP HTRF FRET, PGE2 co-stimulation; induction, % at 25 µM; 260,000 compounds, 0.83% hits;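 active = compounds whose cAMP rise, as percent of the full-agonist control response, exceeds 60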;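 also: rat C6 glioma line stably carrying human EP2 under a CMV promoter; the protocol text gives 20 µM as final concentration; 100% = response of wells given 1 µM PGE2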
RBBP9 inhibitor: human RBBP9 hydrolase inhibition | O75884 | inhibition, % at 7.94 µM | recombinant RBBP9, FP-Rh probe fluorescence polarization | AID 1515 | 220,000 compounds, 0.2% hits;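 active = inhibition above the campaign mean of all tested compounds plus 3 SD, cut at about 14% in these data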;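 also: plate controls were DMSO wells with RBBP9 for no effect and wells lacking RBBP9 protein for full effect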
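System: RBBP9 protein | Quantity: 2.5 µM RBBP9 dispensing solution, before mixing | Reagent: FP-Rh probe, 375 nM dispensing solution | Timing: Enzyme-compound preincubation 30 min, then probe labeling 45 min, 25 °C | Measured by: Fluorescence polarization | Read-out: % inhibition | Replication: One well per compound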
Runt-SMMHC FRET: Runt domain-CBFb-SMMHC interaction inhibition | 220,000 compounds, 0.74% hits | inhibition, % at 20 µM | Cerulean-Runt/Venus-CBFb-SMMHC FRET ratio 530/480, 1 h | AID 1434;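 active = mean inhibition across duplicate retests at 20 µM reaching about 50%, limit read from the data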;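 also: 0% = DMSO wells and 100% = wells with excess untagged CBFb-SMMHC; inhibitors lower the FRET ratio by blocking Runt binding to CBFb-SMMHC; some results filed as inactive read as strong as hits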
TNF death inh: inhibitors of TNF-alpha induced necroptosis in Jurkat FADD-/- cells. Jurkat FADD-/- TNF necroptosis rescue, ATP luminescence, 24 h; 0 = TNF only, 100 = no-TNF cells. activation (protection from cell death), % at 10 µM. 220,000 compounds, 0.068% hits. AID 463075;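 active = activation, meaning protection from cell death, of at least 50% relative to plate controls; inactive = activation below 50%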;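 also: necroptosis triggered by 40 ng/mL TNF-alpha added together with compound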
PGE2 EP2 inh: inhibitors of human EP2 prostaglandin E2 receptor; C6 glioma cells expressing human EP2, cAMP TR-FRET; cells stimulated with saturating PGE2; inhibition, % at 25 µM; 260,000 compounds, 0.52% hits; AID 1422;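 active = percent inhibition above 40 after rounding to a whole number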;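 also: rat C6 glioma host cells with rolipram phosphodiesterase inhibitor present; the protocol text gives 20 µM as final concentration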
Hck-Nef inh: human Hck-Nef kinase inhibition; inhibition, % at 20 µM; 220,000 compounds, 0.68% hits; Recombinant Hck-YEEI plus Nef, Z-Lyte FRET kinase assay; P08631;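 active = Hck-Nef kinase inhibition above about 50%, limit read from the data; inactive = inhibition below that limit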;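 also: 0% = DMSO with Hck plus Nef and 100% = Hck alone without Nef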
Starred values were filed as active, the others as inactive; x = not tested or not shown. An excerpt, so the mix of outcomes need not match the whole.

SMILES	Runt-CBFb FRET	PERK inhibitor	zVAD death inh	EP2 mod	RBBP9 inhibitor	Runt-SMMHC FRET	TNF death inh	PGE2 EP2 inh	Hck-Nef inh
COc1ccc(N(CC(=O)NCc2ccco2)S(=O)(=O)c2ccc(OC)c(OC)c2)cc1	0	-0.1	1.0	-9	5	3	0.0	6	0
COc1cccc(Cn2cccc(NC(=O)Nc3ccccc3C)c2=O)c1	x	0.1	3.0	-76	2	x	-1.7	2	23
COc1cccc(-c2nnc(NC(=O)c3cccc(F)c3)o2)c1	1	x	-0.7	-3	x	2	-0.5	6	8
COc1cc(C)nc(-c2csc(C)n2)n1	2	1.7	0.8	11	3	-10	2.2	9	-1
CN(C1CCCC1)C1CCN(C(=S)Nc2cc(F)cc(F)c2)CC1	1	-0.2	-2.2	-28	1	-2	1.9	12	14
Cc1[nH]c2ccccc2c1C(=O)C(=O)N1CCCc2ccccc21	2	-0.2	-0.8	1	-6	3	-3.6	10	-1
COc1ccc(C(CCN2CCCC2)c2c(OC)cc(OC)c3c(-c4ccccc4)cc(=O)oc23)cc1 (stereo not drawn)	-1	x	1.3	-11	x	-1	-8.6	6	12
O=C(/C=C/c1ccc(F)cc1)NC(Cc1c[nH]c2ccccc12)C(=O)O (stereo not drawn)	1	1.5	-0.3	21	-5	5	0.5	4	0
NS(=O)(=O)c1ccc(CNC(=O)c2cc(-c3cccs3)nc3ccccc23)cc1	0	1.7	-0.6	-15	-16	-1	1.5	8	27
O=C(/C=C/c1ccco1)Nc1nc(-c2ccccc2)cs1	19	0.4	1.2	-45	-7	5	2.0	17	5
COc1cccc(-c2ccc(C#N)c(SCC(=O)NCCc3cccc(Cl)c3)n2)c1	0	-0.4	-0.3	34	-7	-3	-1.9	11	0
C=CCC(C#Cc1ccccc1)[N+](C)(C)CC=C (stereo not drawn)	0	0.5	1.2	10	-5	-1	1.1	10	5
CCCCCCCCNc1ncnc2ccccc12	-1	-3.0	-1.1	-34	1	0	-8.8	13	-2
C=C(C)C(=O)N1CC2(CC(c3cccc(NC(=O)CCCCC)c3)=NO2)C[C@H]1C(N)=O (stereo partly drawn)	4	x	-0.1	-3	x	0	4.0	5	31
CN1C(N)=NC(=O)/C1=C/c1ccc(F)cc1	1	0.9	0.2	-1	-6	-8	1.6	4	5
COC(=O)[C@H](Cc1ccccc1)NC(=O)NCCc1ccc(S(N)(=O)=O)cc1	-2	-0.4	-0.1	1	-2	2	0.9	5	-2
CCOc1ccc(NC(=O)CC)cc1	2	-0.3	2.4	-9	-8	-3	-0.1	17	5
O=C(O)CSCNC(=O)C12CC3CC(CC(C3)C1)C2	2	1.1	0.6	11	4	-4	0.1	1	1
Cc1cc(NC(=O)COc2cccc(C)c2C)no1	0	0.3	1.1	22	-5	2	3.5	9	23
CCC(=O)N1c2ccc(S(=O)(=O)CCC(=O)N3CCn4c3nc3ccccc34)cc2CC1C (stereo not drawn)	-2	0.9	-0.7	11	-3	3	-3.4	16	0
Cc1noc(C)c1Cc1c(Cl)cccc1Cl	-1	0.6	-0.3	41	0	1	-5.4	5	1
Cc1cccc(C(=O)N2CCCCCC2)c1[N+](=O)[O-]	1	-0.2	1.0	-6	-6	3	0.2	2	25
Cn1cc([N+](=O)[O-])c(C(=O)N(Cc2ccccc2)Cc2ccccc2)n1	-2	-0.9	1.9	-4	-1	-1	2.2	9	2
Nc1cc(C(F)(F)F)ccc1Nc1ccccc1	20	0.7	0.4	13	-1	20	0.1	2	1
COc1ccc(-c2ccc(NCCC3=CCCCC3)nn2)cc1OC	-1	-0.1	0.2	-29	-3	1	-2.0	4	1

Additional compounds follow:
SMILES	Runt-CBFb FRET	PERK inhibitor	zVAD death inh	EP2 mod	RBBP9 inhibitor	Runt-SMMHC FRET	TNF death inh	PGE2 EP2 inh	Hck-Nef inh
CN(c1ccccc1)c1nc(N)c([N+](=O)[O-])c(N2CCOCC2)n1	0	-0.1	0.1	15	-4	2	-1.2	10	23
CCCc1cc(=O)[nH]c(SCCOc2ccc(OCC)cc2)n1	-2	-0.2	0.4	54	-5	-5	-0.9	12	0
O=C(CCN1CCCCCC1)Nc1ccc2c(c1)OCCO2	-1	0.1	0.6	8	-9	0	1.4	6	21
O=C(OCc1csc(-c2ccccc2)n1)c1ccccc1O	0	0.7	2.6	21	2	-2	-0.2	11	5
C/C=C\C(=O)Nc1cccc(C2=NOC3(C2)C[C@@H](C(N)=O)N(C(=O)c2ccc(OC)cc2)C3)c1 (stereo partly drawn)	2	x	-0.5	-27	x	-1	0.2	7	30
Cc1onc(-c2ccccc2)c1C(=O)Nc1ccc(-c2nnc3n2CCCCC3)cc1	-2	-0.5	0.8	-4	-7	2	0.0	9	0
CC1CCCC(C)N1C(=O)COC(=O)c1ccc2c(c1)OCO2 (stereo not drawn)	0	0.8	0.1	-5	-8	0	0.3	12	0
COc1ccccc1OCCOCCOc1ccc(C)cc1[N+](=O)[O-]	-1	-0.7	1.0	-69	-6	-3	0.7	5	-4
CC1(C)Cc2ccccc2C(NNC(=O)c2ccccn2)=N1	1	-1.1	-1.3	10	-10	-1	-5.3	13	-19
Cn1c(=O)c2cc(S(=O)(=O)NC(C(=O)Nc3cccc(F)c3)c3ccccc3)ccc2n(C)c1=O (stereo not drawn)	4	-0.4	1.1	3	-3	0	-1.4	x	2
CCCCNC(=O)Nc1ccc(Br)cn1	2	0.1	51	5	-11	-26	7.9	8	-4
Cc1cc2c(cc1C)CSC(c1c(O)ccc3ccccc13)SC2	2	-0.8	1.3	-1	2	2	-3.8	8	-27
COC(=O)c1ccc(C(NC(=O)OCc2ccccc2)/C(C)=C/[C@@H](C)C(=O)NCc2ccc(-c3ccccc3)cc2)cc1 (stereo partly drawn)	-3	-1.1	4.0	34	-19	1	3.0	9	-5
COc1ccccc1N(Cc1cc(=O)[nH]c2ccccc12)C(=O)c1ccc([N+](=O)[O-])cc1	0	0.7	-0.8	6	-1	-5	1.5	13	0
Cc1nn(-c2ccccc2)c(N2CCCC2)c1/C=N/NC(=O)c1ccccc1O	-5	0.0	0.0	-33	-4	-1	0.5	6	2
COc1ccc(OC)c(-c2csc(NC(=O)Cc3cccs3)n2)c1	1	-0.2	1.1	-61	-8	-1	0.4	2	28
O=c1cc(CN2CCN(S(=O)(=O)c3ccccc3)CC2)nc2sccn12	-1	1.3	0.4	6	-4	-2	-0.3	1	16
O=C(/C=C1\SC(=O)N(CC(=O)Nc2ccc(Cl)cc2)C1=O)Nc1ccc(F)cc1	-1	0.6	-0.7	-12	1	-20	0.8	8	3
COc1ccc(CCn2nnnc2C(CC(C)C)N2CCC(C(N)=O)CC2)cc1OC (stereo not drawn)	-2	-0.3	-0.2	16	-4	6	-2.3	7	0
CCOC(=O)c1c(NC(=S)NC)sc2c1CCCC2	28	-0.4	0.2	14	-10	10	0.9	21	20
CCNC(=S)N/N=C/c1ccc(C#N)cc1	-2	1.3	4.3	-4	-2	0	3.0	3	28
O=C(O)/C=C\c1cc2c(cc1[N+](=O)[O-])OCO2	5	0.6	0.2	-4	-8	1	-1.3	6	16
O=C(Cn1cccc1)N1CCc2ccccc21	4	0.9	-0.1	1	-2	-1	-0.6	5	-1
CCc1nc2ccccc2n1Cc1ccccc1OC	-1	-0.7	0.2	27	6	-8	0.7	8	-1
O=C(Oc1ccc(/C=N/n2cnnc2)cc1)c1cccc([N+](=O)[O-])c1	-2	0.6	-0.7	4	0	-1	-5.4	4	7

(further entries)
SMILES	Runt-CBFb FRET	PERK inhibitor	zVAD death inh	EP2 mod	RBBP9 inhibitor	Runt-SMMHC FRET	TNF death inh	PGE2 EP2 inh	Hck-Nef inh
COCCNC(=O)[C@H](C)[C@H]1C[C@]1(C)[C@H](NC(=O)OCc1ccccc1)c1ccccc1	-4	-1.2	-1.3	4	-11	0	0.7	3	-10
COC(=O)c1cccc(NS(C)(=O)=O)c1	0	1.4	0.6	11	2	0	3.3	18	10
CSC(=Nc1ccccc1)C1=C(O)COC1=O	1	2.0	0.0	10	5	2	-2.0	4	1
Clc1ccccc1Cn1nnc2c(NCCN3CCOCC3)ncnc21	1	-0.1	1.0	18	-11	-4	1.1	6	1
COc1ccc(OC)c2sc(NC(=O)CCS(=O)(=O)c3ccccc3)nc12	x	-0.5	1.4	x	-6	x	-1.5	9	-1
O=C(O)C1C(c2ccccc2)C(C(=O)OCc2ccco2)C1c1ccccc1 (stereo not drawn)	0	1.5	4.0	15	3	-4	1.8	8	4
COc1ccc(-c2c(C#N)c(N)n(N)c(=O)c2C#N)cc1Cl	2	-0.4	-0.4	-11	-10	9	-1.1	6	17
CCN1CCN(C(=S)c2ccc(OCC(=O)N3CCOCC3)cc2)CC1	2	1.5	0.6	29	-6	-3	0.1	9	-8
COc1ccc(CC(=O)N2CCCC(CNC(=O)c3ccccc3Cl)C2)cc1 (stereo not drawn)	0	1.6	-0.3	20	9	-1	3.4	2	-15
CCSc1nnc(NC(=O)CSc2nnc(-c3c[nH]c4ccccc34)n2CC)s1	-2	0.1	0.3	8	-6	4	0.3	8	0
c1ccc(Oc2cccc(OCCn3cncn3)c2)cc1	0	1.4	0.1	27	-1	1	-2.0	11	1
Cc1nnc2sc(-c3cccc(NC(=O)c4ccc(-c5cccc(Cl)c5)o4)c3)nn12	x	-0.2	0.6	x	-12	x	-5.9	x	-1
C=CCn1cc(C(=O)NCc2ccco2)c(=O)c2cc(S(=O)(=O)N3CCCCCC3)ccc21	-7	-0.6	-0.2	-8	-14	-6	-9.4	10	3
Nc1nnc(-c2ccccc2[N+](=O)[O-])o1	4	2.4	-0.7	6	0	2	0.0	2	9
COc1ccc(CN(C(=O)c2nsc(Cl)c2Cl)C(C(=O)NC2CCCC2)c2ccc(OC)cc2)cc1 (stereo not drawn)	-2	-0.1	0.0	34	2	2	2.2	7	4
O=c1c2ccccc2nc(CSc2nnnn2-c2ccccc2)n1-c1ccccc1	0	0.0	0.3	18	0	2	1.4	x	2
CCc1ccc(-c2cn(C3CCCCC3)c(=S)[nH]2)cc1	5	0.7	-1.2	-22	-6	7	-3.0	16	5
Cc1cc(NC(=O)c2ccc(Br)cc2)nc(C)n1	2	0.5	1.6	-6	-3	-2	-0.9	9	21
O=CN1Cc2[nH]c3ccccc3c2N(c2ccc(Cl)cc2)C1=O	-3	-0.4	-0.1	-10	-6	-19	-1.3	6	1
O=C(O)/C=C/c1ccc(S(=O)(=O)NCc2ccco2)cc1	2	0.2	-0.2	2	10	-2	0.2	5	-31

In a second layout: entries from further up.
| SMILES | Runt-CBFb FRET | PERK inhibitor | zVAD death inh | EP2 mod | RBBP9 inhibitor | Runt-SMMHC FRET | TNF death inh | PGE2 EP2 inh | Hck-Nef inh |
| --- | --- | --- | --- | --- | --- | --- | --- | --- | --- |
| CCNC(=S)N/N=C/c1ccc(C#N)cc1 | -2 | 1.3 | 4.3 | -4 | -2 | 0 | 3.0 | 3 | 28 |
| O=C(O)/C=C\c1cc2c(cc1[N+](=O)[O-])OCO2 | 5 | 0.6 | 0.2 | -4 | -8 | 1 | -1.3 | 6 | 16 |
